DRD3 antagonist: blocks the human D3 dopamine receptor; P35462; D3R cells, DiscoveRx beta-arrestin luminescence, antagonist mode; active compounds read low; max response, negative = inhibition, %; 2.5% of 360,000 active; AID 652054; in the data active = max response below about -50%; inconclusive = no clear call, values can overlap the other calls; also: % is scaled to controls: 0 for no effect and ±100 for the full control effect; mostly tested at two doses, the higher about 12 µM
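Cells expressing the human receptor were seeded at 1500 cells/well, incubated overnight at 37 degrees C in 5% CO2, then exposed to library compounds with dopamine controls for 90 minutes at 37 degrees C before luminescent detection.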
PLK1 PBD inh: PLK1 (human) polo-box domain binding inhibition | 2.8% of 360,000 active | Potency, µM, inactives show max response, negative = inhibition, hits mostly inhibitors | P53350 | AID 720504 | Plk1 PBD binding of FITC phosphopeptide, fluorescence polarization; also: potency is read from the fitted curve at half-maximal effect; series mostly up to about 57 µM; % is scaled to controls: 0 for no effect and ±100 for the full control effect; nearly all actives have a fitted effect of over 65% in size
GLP-1R agonist: agonists of human GLP-1 receptor | P43220 | HEK293 GLP-1R CRE-luciferase, luminescence, 4-6 h; cells express a hypersensitive GLP-1R form | Potency, µM (titrated, usually from 45.6 µM), without a hit: top-dose activation, usual class: activators | 0.007% of 380,000 active; also: potency is read from the fitted curve at half-maximal effect; % of control where 0% means no effect
Target sequence (P43220 whole entry, looked up): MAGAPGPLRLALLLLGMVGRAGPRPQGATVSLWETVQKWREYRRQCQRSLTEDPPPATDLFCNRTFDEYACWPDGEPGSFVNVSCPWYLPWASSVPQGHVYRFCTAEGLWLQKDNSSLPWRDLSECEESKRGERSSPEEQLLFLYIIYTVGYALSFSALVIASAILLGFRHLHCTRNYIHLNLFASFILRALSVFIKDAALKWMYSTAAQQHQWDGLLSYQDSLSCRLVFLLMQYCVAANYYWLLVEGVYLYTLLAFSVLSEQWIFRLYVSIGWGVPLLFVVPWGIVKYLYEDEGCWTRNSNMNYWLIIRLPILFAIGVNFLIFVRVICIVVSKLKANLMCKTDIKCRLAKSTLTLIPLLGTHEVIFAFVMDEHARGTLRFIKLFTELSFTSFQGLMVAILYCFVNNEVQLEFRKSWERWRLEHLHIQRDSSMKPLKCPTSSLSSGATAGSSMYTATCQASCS
GLP1R inv ag: acts as inverse agonist at human GLP-1 receptor | P43220 | HEK293 GLP-1R CRE-luciferase, luminescence, 24 h; GLP-1R form is constitutively active | Potency, µM (doses to about 38.3 µM), inactives show at the highest dose activity change, negative = inhibition, usual class: inhibitors | 1.6% of 410,000 active | AID 624417; also: potency is read from the fitted curve at half-maximal effect; % is scaled to controls: 0 for no effect and ±100 for the full control effect; nearly all actives have a fitted effect of over 55% in size
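qHTS in 1536-well format: reporter HEK293 cells expressing constitutive GLP-1R activity in DMEM + 10% Nu serum, 24 hr with compounds at 37 deg C, luminescence read after 12 min with detection reagent.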
PI5P4K alpha inh: inhibitors of human PI5P4K alpha | P48426 | PI5P4Kalpha enzyme, ADP-Glo luminescence, 60 min; active compounds read low | max response, % | 1.2% of 330,000 active; active = max response of -50% or lower; inconclusive = between -30% and -50%; inactive = -30% or higher; also: value at the top dose of about 77 µM; % is scaled to controls: 0 for no effect and ±100 for the full control effect
Target sequence (P48426 whole entry, looked up): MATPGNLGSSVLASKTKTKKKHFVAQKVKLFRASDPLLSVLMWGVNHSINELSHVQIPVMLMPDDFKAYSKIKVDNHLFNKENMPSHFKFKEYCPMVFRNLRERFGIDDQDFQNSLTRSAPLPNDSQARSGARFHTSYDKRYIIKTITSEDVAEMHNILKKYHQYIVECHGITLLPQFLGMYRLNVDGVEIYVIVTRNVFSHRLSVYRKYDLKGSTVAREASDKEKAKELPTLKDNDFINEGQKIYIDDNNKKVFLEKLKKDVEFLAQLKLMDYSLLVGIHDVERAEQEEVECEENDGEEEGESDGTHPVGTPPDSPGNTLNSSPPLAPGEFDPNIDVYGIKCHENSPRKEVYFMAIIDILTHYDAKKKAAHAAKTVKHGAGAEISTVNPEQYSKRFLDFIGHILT
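Controls without substrate or without enzyme flank wells where PI5P4Kalpha converts substrate using 5 microM ATP (final). Incubation lasts 60 minutes at room temperature; ADP formed is read by ADP-Glo luminescence.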
HEK293 tox: cytotoxicity counter-screen for GLP-1 receptor inverse agonists | HEK293 cAMP-luciferase reporter cells, luminescence, 24 h | Potency, µM (highest dose often 38.3 µM), for inactives: at the highest dose activity change, negative = inhibition, hits mostly inhibitors | 0.13% of 410,000 active;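 also: loss of luciferase light is scored as toxicity; potency is read from the fitted curve at half-maximal effect; % is scaled to controls: 0 for no effect and ±100 for the full control effect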
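Compound-treated cells are incubated 24 hr at 37 deg C under 5% CO2 after a 12 hour attachment period, then luciferase detection reagent is added and luminescence is measured following 12 min at room temperature; lowered signal indicates toxicity.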
IL2 activator: activators of IL-2; IL-2 activation reporter assay, cell-based qHTS; stimulated with anti-CD3/CD4/CD28 beads; in transgenic mouse T cells; activation, % (series mostly up to about 46 µM); 0.065% of 360,000 active; AID 652025; in the data active = activation above about 50%; inconclusive = mostly about 30% to 49%; also: 0% is about no effect
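First, unstimulated transgenic mouse T cells were exposed to compound for 60 min. Next, anti-CD3/anti-CD4-coated beads with anti-CD28 were added. Finally, after 18 h at 37 degrees C, EGFP and DsRed were imaged.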
WRN helicase inh: blocks human WRN helicase | 0.46% of 360,000 active | Q14191 | AID 651768 | Potency, µM (titrated, usually from 114 µM), inactives show at the highest dose activity change, negative = inhibition, actives largely listed as inhibitors | WRN helicase unwinding, fluorescent forked duplex, kinetic; also: potency is read from the fitted curve at half-maximal effect; % is scaled to controls: 0 for no effect and ±100 for the full control effect; nearly all actives have a fitted effect of over 55% in size
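Kinetic red-fluorescence monitoring (525/598 nm) tracks WRN helicase activity after 100 nM fluorophore-quencher forked duplex and 2 mM ATP are added to 20 nM enzyme pretreated 15 min at room temperature with compound.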
DRD3 agonist: activates the human D3 dopamine receptor; P35462; D3R DiscoveRx beta-arrestin cells, luminescence, 90 min; max activation, %; 0.58% of 410,000 active; AID 652048; in the data active = max activation above about 30%; also: 0% is about no effect; mostly tested at two doses, the higher about 12 µM
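Agonist-mode cell screen: cells plated at 1500/well and incubated overnight at 37 °C, then exposed to library compounds for 90 min at 37 °C. Detection reagent was added for 30–60 min at room temperature, and luminescence was read.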
* = called active by the depositor; ? = inconclusive; · = no result given; & = joins results of further samples; [ ] = another dose, or the depositor's remark. Unless noted, calls follow the shape of the dose curve; as a rule, active = well fitted curve in the direction sought with a large enough effect; inconclusive = small, poorly fitted or top-dose-only effect, or another doubt; inactive = no such curve, though single readings can be large; an effect the other way counts as inactive or inconclusive. An unsorted share of the library; about 7.8% have a hit in one of these screens.

SMILES	DRD3 antagonist	PLK1 PBD inh	GLP-1R agonist	GLP1R inv ag	PI5P4K alpha inh	HEK293 tox	IL2 activator	WRN helicase inh	DRD3 agonist
Cc1cc(O)c(-c2cc(C(=O)Nc3ccc(S(=O)(=O)N4CCOCC4)cc3)[nH]n2)cc1C	12	-5%	-19%	-26%	·	-54%	-3.4	-34%	-27
CC(C)c1nnc(NC(=O)CCC(=O)Nc2ccc3cn[nH]c3c2)s1	-3	?	0%	-28%	0	?	11	-3%	-8
CCOc1ccc(Cc2nnc(SCC(=O)Nc3ccc(C(C)=O)cc3)[nH]c2=O)cc1	1	-13%	-4%	8%	-9	9%	-4.1	-20%	6
COc1ccc(-n2nc(C(=O)NCC(=O)NCCC3=CCCCC3)c3ccccc3c2=O)cc1	-15	-10%	13%	?	5	2%	-0.2	-2%	-6
CCOC(=O)N1CCN(C(=O)CSCc2nc(-c3ccccc3C)oc2C)CC1	18	-16%	17%	-3%	·	-3%	-1.7	2%	3
CCCCCC(=O)NC(=S)NC1C2CC3CC(C2)CC1C3 (configuration not stated)	?	?	15%	?	-13	?	-3.9	-2%	-10
CCOC(=O)C(C)NC(=O)CCc1nnc2ccc(N3CCCCC3)nn12 (configuration not stated)	1	-7%	8%	-5%	1	5%	0.3	4%[57.1 µM]	-8
c1ccc2sc(-n3cc(C4CCCCC4)nn3)nc2c1	-10	-10%	-4%	-5%	12	2%	4.0	-4%	-7
COc1ccc([C@@H]2C[C@H]3[C@@H](CN2S(=O)(=O)c2ccccc2)C(=O)C[C@@H](c2cccc4ccccc24)N3S(=O)(=O)c2ccc(C)cc2)cc1	2	-5%	-3%	18%	-4	0%	-1.7	-2%	1
COc1cccc(NC2C=CS(=O)(=O)C2)c1 (configuration not stated)	5	5%	0%	26%	-11	1%	-2.4	-21%	3
O=C1c2ccccc2C(c2nnnn2-c2ccc3c(c2)OCCO3)N1Cc1cccc(F)c1 (configuration not stated)	14&-20	1%&-10%	2%&-5%	2%&-6%	-2&-1	-4%&4%	0.9&-1.2	3%&-12%	16&6
CCOP(=O)(c1ccc(N(C)C)cc1)C(O)c1ccccc1F (configuration not stated)	-25	-6%	8%	0%	-7	8%	-0.3	-19%	-14
COc1cc2c(cc1OC)C(c1ccco1)CC(=O)N2 (configuration not stated)	15	6%	4%	63%[activator]	-2	1%	0.7	-3%	-3
Cc1cccc(NC(=O)CCS(=O)(=O)c2ccc(Cl)cc2)c1	-9	-11%	3%	-3%	-1	-2%	6.4	-4%[57.1 µM]	0
O=C(CSc1nnc(-c2ccccn2)n1-c1ccc(Cl)cc1)Nc1ccc2c(c1)OCO2	13	-4%	1%	-4%	·	-8%	-1.3	-2%	-5
O=C(O)c1cccc(Nc2ccncc2[N+](=O)[O-])c1	0	24µM*	1%	17%	?	-12%	-0.6	-33%	10
O=C(Cn1cnc2ccccc2c1=O)NCC1COc2ccccc2O1 (configuration not stated)	14	1%	7%	5%	8	11%	-0.5	-6%	5
COC(=O)C(C(=O)OC)c1ccc(NC(=O)c2cccc(Cl)c2)cc1	-25	-6%	1%	16%	0	8%	-4.9	2%	-1
ClC1(CNc2ccccc2)CCN(Cc2ccccc2)CC1	5	-9%	8%	-34%	0	1%	-0.5	4%	-9
CCCCCCCC(=O)N/N=C/c1ccco1	30	-10%	0%	?	0	-8%	-0.9	-3%	-4
COc1ccccc1C(=O)N1CCN(Cc2nc3cc([N+](=O)[O-])ccc3n2C)CC1	-9	-13%	-1%	-8%	-8	15%	2.4	4%	-11
CN(CC(=O)Nc1ccc(S(=O)(=O)N2CCCC2)cc1)CC(=O)Nc1cccc(F)c1	-21	-11%	5%	?	0	8%	-5.7	4%	0
CCN(CC)c1ccc(S(=O)(=O)N2CCCCC2)cc1NC(=O)CSCc1c(C)noc1C	-2	-5%	9%	?	2	0%	-0.1	-9%	-1
COc1ccc(C(C)(C)C)cc1NC(=O)CCCN1C(=O)NC(C)(C)C1=O	-23	-5%	-2%	8%	9	3%	-1.8	-21%	-14
CN(C)Cc1c[nH]c2nc[nH]c(=O)c12	-7	-9%	5%	10%	-1	-7%	0.5	3%	4
Cc1cc(C)c(OCCNC(=O)c2ccccc2Sc2ccccc2C#N)c(C)c1	0	-14%	7%	?	0	20%	-5.2	-4%	-5
CCOc1ccccc1NC(=O)c1cc(S(=O)(=O)N2CCC3(CC2)OCCO3)ccc1F	-84*	-1%	-3%	0%	·	-13%	0.2	8%	1
CCOC(=O)c1c(C)[nH]c(C2=NNC(=Nc3ccccc3OC)SC2)c1C	-12	2%	15%	?	5	5%	-5.4	-14%	8
O=C(Nc1cccc(Cl)c1)Nc1ccccc1C(=O)O	-3	-15%	-5%	?	0	4%	-0.6	-9%	6
C=CCc1c(C)[nH]c2ccc(C)cc2c1=O	10	-1%	-7%	14%	0	10%	-2.0	-2%	-1

Just IL2 activator and HEK293 tox, for some of the entries so far:
SMILES,IL2 activator,HEK293 tox
COc1ccc(C(C)(C)C)cc1NC(=O)CCCN1C(=O)NC(C)(C)C1=O,-1.8,3%
CN(C)Cc1c[nH]c2nc[nH]c(=O)c12,0.5,-7%
Cc1cc(C)c(OCCNC(=O)c2ccccc2Sc2ccccc2C#N)c(C)c1,-5.2,20%
CCOc1ccccc1NC(=O)c1cc(S(=O)(=O)N2CCC3(CC2)OCCO3)ccc1F,0.2,-13%

More results.
SMILES	DRD3 antagonist	PLK1 PBD inh	GLP-1R agonist	GLP1R inv ag	PI5P4K alpha inh	HEK293 tox	IL2 activator	WRN helicase inh	DRD3 agonist
CCCCC(=O)NNC(=O)CC(=O)Nc1ccccc1C(=O)O	-6	-3%	-2%	5%	-10	?	-1.8	3%	-1
CCC1(c2ccc(F)cc2)NC(=O)N(CC(=O)NC2CCCC(C)C2C)C1=O (configuration not stated)	-8	-14%	3%	?	3	7%	-5.0	5%	-3
O=C(CCNC(=O)c1ccccc1)OCC(=O)c1cccc(Cl)c1	-13	-13%	-3%	8%	-9	20%	-0.4	9%	-1
CCS(=O)(=O)NC(C)C(c1cccs1)N1CCN(c2ccc(F)cc2)CC1 (configuration not stated)	20	1%	-2%	-16%	0	3%	-2.3	4%	1
Cc1cc(C)c2c(N)c(C(=O)Nc3ccccc3Br)sc2n1	9	-5%	17%	19%	13	12%	2.2	4%	11
Cc1nnc(SCC(=O)NC2CCCC2)n1-c1ccccc1	4	-2%	-5%	-2%	5	-4%	-0.7	-1%	1
O=C(O)C1C2C=CC(C2)C1C(=O)NCCCn1ccnc1 (configuration not stated)	19	-2%	-8%	-2%	-1	4%	-1.6	-3%	2
NC(N)=NS(=O)(=O)c1ccc(NC(=S)NC(=O)Cc2ccc(Cl)cc2)cc1	15	-3%	14%	3%	-2	4%	-0.2	0%	-1
CCN(C(=O)c1cc(S(=O)(=O)N2CCCCC2)c[nH]1)c1ccc(OC)cc1	-7	4%	-4%	?	-2	0%&16%	-3.3	3%	2&2
COc1ccc(NC(=O)CN(C)C(=O)c2ccc(COc3ccccc3)cc2)cc1	8	-9%	10%	?	3	3%	0.6	3%	-2
CC1(C(=O)Nc2cccc3ccccc23)CCN1C(=O)C1(c2ccccc2)CCCC1 (configuration not stated)	17	-8%	-3%	?	16	0%	-0.4	-7%	4
Cn1c(=O)c2[nH]c(N=NNc3ccccc3F)nc2n(C)c1=O	17	-16%	-5%	-8%	?	4%	-1.7	-30%	15
O=C1CCCC/C1=N\Nc1ccc(OCc2ccccc2)cc1	7	-8%	5%	2.8µM*	-2	-23%	2.0	-5%	1
COc1ccc(C(=O)NC2CC3CCCC(C2)N3Cc2ccccc2)c(OC)c1 (configuration not stated)	-89*	4%	-7%	4%	-2	-7%	1.8	9%	-18
COc1ccc2c(c1)CCCC2=O	-9	-8%	8%	13%	-1	4%	1.5	14%	-9
CCn1c(=O)c2cc(C(=O)NCCCN3CCC(C)CC3)sc2c2ccccc21	·	·	-2%	?	·	-16%	·	·	-22
Cc1[nH]c(C)c(S(=O)(=O)NCc2ccc(N(C)C)cc2)c1C(=O)N1CCCC1	21	3%	17%	-24%	1	-15%	0.9	-9%	-12
O=C(COc1ccccc1-c1ccccc1)NNC(=O)NC1CCCCC1	-14	-1%	10%	?	-5	-4%	1.3	3%	-13
CCOc1ccc(CN=C(N)N=C(N)N)cc1Cl	0	-4%	-2%	-26%	-7	-3%	-0.4	1%	3
COc1ccccc1OCCCC(=O)NC(C)c1ccccc1 (configuration not stated)	-15	-13%	-8%	-12%	-4	1%	-2.4	4%	-4
COc1ccc(CNC(=O)C(C)N(Cc2ccccc2OC)C(=O)c2snc(C(N)=O)c2N)cc1 (configuration not stated)	21	2%	10%	?	-10	-18%	-0.6	1%	12
Fc1ccc(Nc2nc3ccccc3s2)cc1	1	-9%	5%	-8%	8	5%	0.5	-9%	-4
COC(=O)c1sc(=S)n(-c2ccc(Cl)cc2)c1C	?	0%	-13%	?	3	3%	-0.3	1%[57.1 µM]	-6
O=C(Nc1nnc(C2CC2)s1)c1ccncc1	-22	0%	-5%	5%	0	14%	0.9	-13%	-5
CSc1ccc(S(=O)(=O)NC2CC3CCC2C3)cc1 (configuration not stated)	-4	-11%	7%	?	-4	12%	0.5	-3%	-4
Oc1ccc(Nc2nc(N3CCCC3)c3ccccc3n2)cc1	-71*	-11%	-16%	?	-22	-11%	-1.1	?	-1
CC(=O)Nc1ccc(S(=O)(=O)NC2(C(F)(F)F)NC(=O)N(CC(C)C)C2=O)cc1 (configuration not stated)	-26	-9%	-1%	-12%	-6	-5%	-0.3	1%	-1
CCOC(=O)c1[nH]ncc1CN1CCCC(C(=O)c2cccc3ccccc23)C1 (configuration not stated)	-8	0%	15%	-12%	4	-20%	0.1	2%	-12
O=C(O)CCCN1C(=O)/C(=C\c2ccccc2OCc2ccccc2)SC1=S	29	27µM*	18%	90%[activator]	-1	-17%	0.7	?	0

Assay outcomes (PubChem)
